Compound activity as filed in PubChem BioAssay.
CHRM1 agonist – activates human CHRM1 receptor; actives 0.33% (n = 360,000); P11229; CHO-K1 hM1, Fluo-8 calcium fluorescence, agonist mode; 0% DMSO, 100% acetylcholine EC100; activation, % at 3 µM;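 active means activation above the run's mean compound activation plus 3 SD, cut at about 16% in these data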;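 further: peak over basal fluorescence ratio within a 140 s kinetic read after compound addition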
Target sequence (P11229 whole entry, looked up): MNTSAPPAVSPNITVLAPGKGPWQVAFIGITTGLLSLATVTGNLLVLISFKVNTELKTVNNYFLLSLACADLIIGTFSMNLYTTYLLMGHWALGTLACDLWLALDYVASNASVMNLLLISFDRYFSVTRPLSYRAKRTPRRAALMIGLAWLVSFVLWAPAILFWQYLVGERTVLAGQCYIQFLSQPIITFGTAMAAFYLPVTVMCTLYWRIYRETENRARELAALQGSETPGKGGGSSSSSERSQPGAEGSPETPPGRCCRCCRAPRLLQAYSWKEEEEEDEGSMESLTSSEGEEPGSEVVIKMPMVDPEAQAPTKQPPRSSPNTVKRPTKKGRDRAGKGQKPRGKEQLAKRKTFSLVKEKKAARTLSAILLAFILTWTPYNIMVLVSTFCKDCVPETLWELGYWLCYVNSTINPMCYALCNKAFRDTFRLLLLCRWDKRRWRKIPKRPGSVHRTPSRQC
CHO-K1 Ca PAM – nonselective activator or artifact in parental CHO-K1 calcium assay. ATP EC20, Fluo-8 calcium fluorescence; 0% at ATP EC20, 100% at ATP max. activation, % at 3 µM. actives 0.02% (n = 360,000);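 active means activation above the run cutoff, the mean activation of all test compounds plus 3 SD, cut at about 40% in these data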;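 further: peak over basal fluorescence ratio in a 140 s read after ATP addition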
M1 ag parental – counter-screen for M1 agonists: effect in parental CHO-K1 cells; AID 602248; activation, % at 3 µM; Fluo-8 calcium fluorescence; scaled to maximal ATP response, vehicle zero; actives 0.48% (n = 360,000); in the data active means activation above about 15%;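 further: untransfected CHO-K1 host cells lacking M1 receptor as counterscreen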
CHO-K1 Ca antag – nonselective inhibitor or artifact in parental CHO-K1 cells | inhibition, % at 3 µM | ATP-induced calcium, Fluo-8 fluorescence | actives 0.6% (n = 360,000);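 active means inhibition above a per-plate cutoff, the plate's mean sample inhibition plus 3 SD, cut at about 24% in these data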;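 further: 0% = DMSO plus EC80 ATP and 100% = DMSO alone without ATP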
V1aR counter – counter-screen for oxytocin receptor agonists: human V1a receptor agonists. CHO-V1R cells, Fluo-8 calcium fluorescence, agonist mode; 0% DMSO, 100% 3 nM vasopressin. activation, % at 3 µM. P37288. actives 0.25% (n = 320,000);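 active means activation above the mean activation of all tested compounds plus 3 SD, per screening run, cut at about 20% in these data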;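 further: signal is peak over basal fluorescence ratio across a 100 second FLIPR read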
Target sequence (P37288 whole entry, looked up): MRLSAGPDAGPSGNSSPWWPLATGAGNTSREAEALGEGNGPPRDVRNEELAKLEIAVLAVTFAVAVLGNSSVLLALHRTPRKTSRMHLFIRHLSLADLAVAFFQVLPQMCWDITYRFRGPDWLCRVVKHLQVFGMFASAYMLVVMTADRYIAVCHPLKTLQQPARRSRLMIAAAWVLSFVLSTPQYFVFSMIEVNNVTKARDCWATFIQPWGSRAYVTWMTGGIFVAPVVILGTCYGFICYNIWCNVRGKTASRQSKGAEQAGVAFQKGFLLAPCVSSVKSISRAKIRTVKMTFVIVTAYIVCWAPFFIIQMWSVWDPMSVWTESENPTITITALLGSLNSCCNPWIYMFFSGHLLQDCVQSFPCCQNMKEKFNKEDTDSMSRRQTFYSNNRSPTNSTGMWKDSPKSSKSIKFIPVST
TAAR1 agonist – agonists of human TAAR1; activation, % at 3 µM; actives 0.99% (n = 360,000); Q96RJ0; CHO RD-HGA16 TAAR1, Fluo-8 calcium fluorescence; vehicle wells 0%, saturating PEA agonist 100%;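 active means activation above the mean activation of all test compounds in the run plus 3 SD, cut at about 38% in these data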
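Assay system: CHO-derived RD-HGA16 cells with stable Gα16 and human TAAR1; timing: 17-24 h seeding, 75 min 37 °C dye, 30 min RT; read-out: % activation from peak over basal fluorescence ratio, DMSO-to-PEA scaled; measured by: kinetic Fluo-8 calcium fluorescence; benchmarks: low control DMSO, high control PEA (EC100); doses: 3 µM single concentration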
CHO parental Ca – signal in parental CHO cells, OX1R antagonist counter-screen; parental CHO-K1, ATP-induced calcium, Fluo-8 fluorescence; inhibition, % at 5.6 µM; actives 0.63% (n = 330,000);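 active means inhibition above that plate's mean sample inhibition plus 3 SD, cut at about 26% in these data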;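 further: 0% = ATP-challenged DMSO wells and 100% = DMSO wells without ATP; some compounds past the cut are filed as inactive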
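Assay system: parental CHO cells; Read-out basis: percent inhibition of ATP-evoked calcium rise, normalized to controls; Benchmarks: ATP and no-ATP DMSO wells; Compound dosing: single nominal dose of 5.6 µM per compound; Signal: Fluo-8 calcium dye fluorescence; Also added: ATP as calcium-mobilizing challenge; Repeats: singlicate.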
TAAR1 antagonist – antagonists of human TAAR1. inhibition, % at 3 µM. Q96RJ0. CHO RD-HGA16 TAAR1, Fluo-8 calcium fluorescence, antagonist. actives 1.5% (n = 360,000);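 active means inhibition above a per-plate cutoff, the mean inhibition of test compounds on that plate plus 3 SD, cut at about 49% in these data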;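 further: 0% = DMSO plus EC80 beta-PEA response and 100% = DMSO alone without agonist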
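Assay system: RD-HGA16 CHO cells with stable hTAAR1 and Gα16 / Reagent: EC80 β-phenethylamine stimulus / Doses: 3 µM, single point / Timing: dye loading 75 min at 37 °C, then 30 min room temperature / Measured by: Fluo-8 intracellular calcium dye fluorescence, real-time kinetic reads / Controls: vehicle wells and EC80 agonist wells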
OXTR potentiate – potentiates the human oxytocin receptor response; P30559; CHO-OTR cells, Fluo-8 calcium fluorescence, potentiator mode; 0% = oxytocin EC15, 100% = EC100; activation, % at 3 µM; actives 0.061% (n = 320,000);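 active means activation above that plate's cutoff, the mean activation of tested compounds plus 3 SD, cut at about 6.6% in these data, passing the limit was not always enough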;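 further: 100% uses oxytocin at 75 nM as the full agonist control; some results filed as inactive read as strong as hits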
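Assay system: CHO-OTR cells, human receptor / Also added: oxytocin at about EC15, sub-maximal agonist stimulus / Dosing: single dose, 3.0 µM nominal final compound concentration / Incubation: 6 min pre-incubation, 100 s read / Technique: Fluo-8 calcium dye fluorescence / Read-out: % activation vs EC15 and EC100 oxytocin / Benchmarks: EC15 oxytocin low, 75 nM oxytocin high / Replicates: singlicate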
* marks the source's active call; other numbers are inactive results; nt = no result given.

Molecule | CHO parental Ca | OXTR potentiate | CHO-K1 Ca antag | TAAR1 agonist | CHO-K1 Ca PAM | TAAR1 antagonist | CHRM1 agonist | V1aR counter | M1 ag parental
Cc1ccc(C)c(OCC(O)CN2CCC(Cc3ccccc3)CC2)c1 (configuration not stated) | 16.8 | -24.2 | 4.6 | 22.8 | 16.3 | 2.2 | -9.8 | 17.4 | 12.5
COc1cc2[nH]c(=O)c(C(=O)NCc3ccc(F)cc3)c(O)c2cc1OC | nt | nt | -3.0 | 4.3 | 13.1 | -18.7 | -2.3 | nt | 0.1
Cc1ccc(NC2=Nc3ccccc3CC2)cc1 | -6.7 | 0.7 | 2.2 | 11.1 | 13.9 | -14.3 | -5.2 | 0.8 | -0.1
CC(CCc1ccccc1)NC(=O)CCC1CCCC1 (configuration not stated) | -21.5 | 2.2 | 0.2 | 5.6 | 12.1 | -36.1 | -7.2 | -1.5 | 0.0
COc1ccc(NC(=O)CCNC(=O)c2ccco2)cc1Cl | 10.8 | 0.0 | -7.9 | 7.0 | -9.0 | -1.2 | -1.0 | -0.5 | 0.5
CC(=C/c1ccccc1)/C=C1/SC(N2CCOCC2)=NC1=O | -5.1 | -17.6 | 11.2 | 5.7 | 1.5 | 34.5 | 0.1 | 6.9 | 2.1
CC(C)N(C(=O)[C@H]1CC(CC(=O)NCCN2CCOCC2)C(=O)N2CCc3c([nH]c4ccccc34)[C@]12C)C(C)C (some centres not stated) | -9.2 | 3.5 | 6.2 | -0.9 | -10.5 | 6.3 | -4.1 | -0.3 | -0.3
CC(C)(C)OC(=O)C[C@@H]1C/C=C\C[C@H](CC(=O)N[C@@H](CO)Cc2ccccc2)C(=O)N[C@H](Cc2ccccc2)COC1=O | -13.6 | -2.8 | 3.1 | 3.1 | 8.4 | 16.2 | -4.8 | -0.3 | -0.6
O=C(NCc1ccc2c(c1)OCO2)c1ccc2c(c1)C(=O)N(Cc1cccnc1)C2=O | -12.0 | 0.8 | -13.9 | 1.6 | 15.8 | -4.4 | -2.1 | 0.2 | 0.3
O=C(Cc1ccccc1)Nc1ccc(NC(=O)c2ccco2)nc1 | 0.0 | -8.0 | 24.9* | 34.0 | -4.1 | 4.2 | 0.2 | 0.1 | -0.1
O=C(CCC(=O)NCCO)NCCO | -3.6 | -5.2 | -3.7 | -0.8 | 22.3 | 7.4 | -5.4 | 1.1 | 0.7
COc1ccc(CCNC(=O)c2cc3c(=O)n4ccccc4nc3n(CC3CCCO3)c2=N)cc1OC (configuration not stated) | -5.9 | -4.3 | -7.5 | 1.5 | -0.1 | 3.9 | -13.6 | 0.1 | 0.6
COc1cccc([C@@H]2CC=C(C(=O)O)[C@H](c3ccccc3F)N2S(=O)(=O)c2ccc(C)cc2)c1 | -20.8 | -6.4 | -3.9 | 0.7 | 4.2 | -5.3 | 0.3 | 0.1 | -0.2
Cc1ccc(-c2onc3ccc(C=O)cc23)cc1 | -11.3 | -18.6 | -2.5 | 4.6 | 17.5 | 5.2 | -0.2 | -1.6 | 0.2
COc1ccc(C(=O)Nc2cccc(S(=O)(=O)N(C)C)c2)cc1S(=O)(=O)N1CCOCC1 | -7.2 | -9.2 | -18.9 | 5.5 | 3.1 | -6.5 | -7.2 | 1.3 | 2.0
CS(=O)(=O)N1N=C(c2cccs2)CC1c1ccc(F)cc1 (configuration not stated) | -8.6 | 10.3 | -1.3 | -1.9 | -7.2 | -13.5 | -5.4 | -1.2 | 0.4

An excerpt from further up, for reference:
Molecule | CHO parental Ca | OXTR potentiate | CHO-K1 Ca antag | TAAR1 agonist | CHO-K1 Ca PAM | TAAR1 antagonist | CHRM1 agonist | V1aR counter | M1 ag parental
O=C(NCc1ccc2c(c1)OCO2)c1ccc2c(c1)C(=O)N(Cc1cccnc1)C2=O | -12.0 | 0.8 | -13.9 | 1.6 | 15.8 | -4.4 | -2.1 | 0.2 | 0.3
O=C(Cc1ccccc1)Nc1ccc(NC(=O)c2ccco2)nc1 | 0.0 | -8.0 | 24.9* | 34.0 | -4.1 | 4.2 | 0.2 | 0.1 | -0.1

Carrying on.
Molecule | CHO parental Ca | OXTR potentiate | CHO-K1 Ca antag | TAAR1 agonist | CHO-K1 Ca PAM | TAAR1 antagonist | CHRM1 agonist | V1aR counter | M1 ag parental
C[C@H](CO)N1C[C@H](C)[C@@H](CN(C)S(=O)(=O)c2ccc(Oc3ccccc3)cc2)OCc2cn(nn2)CCCC1=O | nt | nt | 13.4 | -0.8 | -7.8 | -3.8 | -9.4 | nt | 0.2
COc1ccc(S(=O)(=O)N2CCCC2)cc1NC(=O)c1ccccc1 | -1.1 | -4.8 | -13.5 | -2.3 | 10.7 | -13.6 | -2.9 | 0.2 | 1.0
CC1=C(C(=O)OCCCBr)C(c2ccc3c(c2)OCO3)NC(=O)N1 (configuration not stated) | -6.5 | -7.3 | 11.2 | nt | -10.0 | nt | 3.1 | 0.4 | 0.0
COC(=O)[C@@]12CCCN1[C@H](c1ccc(-c3ccc4c(c3)OCO4)c(OC)c1)[C@H]1C(=O)N(C)C(=O)[C@H]12 | -23.4 | -5.5 | -12.5 | 8.8 | 12.7 | 6.3 | -3.8 | 0.4 | 0.7
Cc1cc(Nc2ccc(F)c(Cl)c2)n2nc(C)nc2n1 | -11.2 | -3.0 | -6.5 | 0.0 | 20.5 | -16.2 | -2.0 | 0.1 | 0.3
COc1ccc(-c2nnc(OCc3nc4ccccc4n3C)c3ccccc23)cc1 | -30.7 | -5.2 | -13.6 | 0.1 | 17.1 | -14.0 | -8.1 | -1.6 | -0.1
C=CCn1c(SCC(=O)NCCOC)nc2scc(-c3ccco3)c2c1=O | -9.4 | -3.7 | 2.0 | 1.5 | 4.8 | 0.6 | -5.1 | -0.3 | -0.1
CCOC(=O)c1cc(-c2ccc(OC)cc2)nc2c1c(C)nn2CCC#N | -31.1 | -2.0 | 12.2 | 9.1 | 3.6 | 5.9 | -6.3 | 0.2 | 0.8
CCCc1cc(-c2nc(N)ncc2-c2ccc3c(c2)OCCCO3)c(O)cc1OC | -18.1 | -21.2 | -7.7 | 0.0 | 14.0 | 12.2 | -5.8 | -1.1 | 0.2
Cc1cc(C)n2nc(C(=O)Nc3cccnc3)nc2n1 | -3.2 | -2.7 | -4.7 | 10.6 | -1.4 | -2.3 | -0.2 | 0.9 | 0.2

Eleven of these compounds in a different format.
The line under a structure holds: CHO parental Ca	OXTR potentiate	CHO-K1 Ca antag	TAAR1 agonist	CHO-K1 Ca PAM	TAAR1 antagonist	CHRM1 agonist	V1aR counter	M1 ag parental
CS(=O)(=O)N1N=C(c2cccs2)CC1c1ccc(F)cc1 (configuration not stated)
  -8.6	10.3	-1.3	-1.9	-7.2	-13.5	-5.4	-1.2	0.4
C[C@H](CO)N1C[C@H](C)[C@@H](CN(C)S(=O)(=O)c2ccc(Oc3ccccc3)cc2)OCc2cn(nn2)CCCC1=O
  nt	nt	13.4	-0.8	-7.8	-3.8	-9.4	nt	0.2
COc1ccc(S(=O)(=O)N2CCCC2)cc1NC(=O)c1ccccc1
  -1.1	-4.8	-13.5	-2.3	10.7	-13.6	-2.9	0.2	1.0
CC1=C(C(=O)OCCCBr)C(c2ccc3c(c2)OCO3)NC(=O)N1 (configuration not stated)
  -6.5	-7.3	11.2	nt	-10.0	nt	3.1	0.4	0.0
COC(=O)[C@@]12CCCN1[C@H](c1ccc(-c3ccc4c(c3)OCO4)c(OC)c1)[C@H]1C(=O)N(C)C(=O)[C@H]12
  -23.4	-5.5	-12.5	8.8	12.7	6.3	-3.8	0.4	0.7
Cc1cc(Nc2ccc(F)c(Cl)c2)n2nc(C)nc2n1
  -11.2	-3.0	-6.5	0.0	20.5	-16.2	-2.0	0.1	0.3
COc1ccc(-c2nnc(OCc3nc4ccccc4n3C)c3ccccc23)cc1
  -30.7	-5.2	-13.6	0.1	17.1	-14.0	-8.1	-1.6	-0.1
C=CCn1c(SCC(=O)NCCOC)nc2scc(-c3ccco3)c2c1=O
  -9.4	-3.7	2.0	1.5	4.8	0.6	-5.1	-0.3	-0.1
CCOC(=O)c1cc(-c2ccc(OC)cc2)nc2c1c(C)nn2CCC#N
  -31.1	-2.0	12.2	9.1	3.6	5.9	-6.3	0.2	0.8
CCCc1cc(-c2nc(N)ncc2-c2ccc3c(c2)OCCCO3)c(O)cc1OC
  -18.1	-21.2	-7.7	0.0	14.0	12.2	-5.8	-1.1	0.2
Cc1cc(C)n2nc(C(=O)Nc3cccnc3)nc2n1
  -3.2	-2.7	-4.7	10.6	-1.4	-2.3	-0.2	0.9	0.2
